# Compound activity as filed in PubChem.
# CXCR6 inh: CXCR6 receptor inhibitors, primary screen, cell-based, beta-arrestin, luminescence, CHO-K1 PathHunter, 1536-well | inhibition, % at 20 µM | AID 602244, 2012 | actives 0.36% (n = 360,000); in the data active means inhibition above about 34%, passing the limit was not always enough;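 further: antagonist mode with CXCL16 agonist at 10 nM final; 0% = 10 nM CXCL16 with DMSO and 100% = unstimulated wells without agonist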
# Target sequence (O00574 whole entry, looked up): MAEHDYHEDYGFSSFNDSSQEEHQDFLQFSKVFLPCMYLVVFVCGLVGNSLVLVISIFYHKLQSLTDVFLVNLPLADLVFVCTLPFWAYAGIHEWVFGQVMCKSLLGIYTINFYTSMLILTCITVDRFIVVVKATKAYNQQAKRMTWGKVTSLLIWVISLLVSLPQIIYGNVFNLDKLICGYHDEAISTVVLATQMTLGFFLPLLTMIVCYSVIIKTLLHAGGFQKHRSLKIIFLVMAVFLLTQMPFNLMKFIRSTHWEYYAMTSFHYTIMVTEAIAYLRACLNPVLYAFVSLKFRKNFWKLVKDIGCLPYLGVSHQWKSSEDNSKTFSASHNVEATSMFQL
# MPTP inh: mitochondrial permeability transition pore inhibitors, primary screen, biochemical, isolated mouse mitochondria, absorbance. inhibition, % at 10 µM. Ca2+ swelling absorbance, 30 min. actives 1.4% (n = 360,000);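 active means inhibition of 50% or more, scaled per plate between neutral and stimulator controls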;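 further: 0% = DMSO wells given calcium and 100% = 1 mM EGTA wells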
# GRIN3A LBD mod: binders of NR3A ligand-binding domain, primary screen, biophysical, differential scanning fluorimetry, uHTS; NR3A LBD differential scanning fluorimetry, Tm shift; 0% = protein alone, 100% = glycine-bound protein; Tm shift relative to glycine control, % at 25 µM; actives 2.5% (n = 340,000);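 active means melting temperature shift of at least 10% of the positive control shift, at one fixed dose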
# Gli-Sufu block: Gli-Sufu pathway antagonists, primary screen, luciferase luminescence, Sufu-KO-LIGHT cells, uHTS; Sufu-KO-LIGHT fibroblasts, Gli luciferase reporter luminescence; inhibition, % at 5 µM; actives 0.74% (n = 340,000); AID 588413, 2011;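 active means inhibition above about 55%, limit read from the data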;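 further: 0% = DMSO-treated cells and 100% = wells with medium but no cells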
# EBI2 block: EBI2 receptor antagonists, beta-arrestin recruitment, primary screen, cell-based, luminescence, 7a,25-OHC stimulation, uHTS. G-protein coupled receptor 183 (Homo sapiens), P32249. 7a,25-OHC stimulated. inhibition, % at 5 µM. actives 0.81% (n = 360,000). AID 651636, 2012; in the data active means inhibition above about 38%;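 further: enzyme fragment complementation signal reports receptor beta-arrestin coupling in cells; 0% = agonist plus DMSO wells and 100% = wells without agonist; some results beyond the cut were filed as inactive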
# A3G deaminase: APOBEC3G DNA deaminase inhibitors, primary screen, biochemical, fluorescence, single-stranded DNA substrate, uHTS; recombinant A3G, ssDNA deamination FAM/TAMRA fluorescence; inhibition, % at 20 µM; actives 0.28% (n = 330,000); AID 493012, 2011;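 active means inhibition of at least 40% at 20 µM, with no more than 30% in the related APOBEC3A deaminase screen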;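 further: plate controls were DMSO wells with A3G for no effect and wells lacking A3G enzyme for full effect; some compounds called inactive have numbers as strong as hits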
# Target sequence (Q9HC16 whole entry, looked up): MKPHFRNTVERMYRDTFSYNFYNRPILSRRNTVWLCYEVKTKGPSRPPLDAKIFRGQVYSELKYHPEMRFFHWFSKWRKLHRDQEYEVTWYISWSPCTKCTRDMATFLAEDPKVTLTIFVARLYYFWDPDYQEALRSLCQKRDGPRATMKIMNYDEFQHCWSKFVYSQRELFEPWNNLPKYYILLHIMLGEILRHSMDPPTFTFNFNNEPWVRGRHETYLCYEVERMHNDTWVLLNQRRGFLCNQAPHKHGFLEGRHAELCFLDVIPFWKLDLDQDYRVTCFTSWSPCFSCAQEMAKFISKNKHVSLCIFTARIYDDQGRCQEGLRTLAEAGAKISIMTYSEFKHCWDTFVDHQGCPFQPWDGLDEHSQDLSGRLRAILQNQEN
# CCR6 antagonist: CCR6 receptor antagonists, primary screen, cell-based, CHO-K1, luminescence, beta-arrestin, uHTS; inhibition, % at 20 µM; actives 0.49% (n = 340,000); CHO-K1 CCR6 PathHunter beta-arrestin, CCL20-stimulated; C-C chemokine receptor type 6 (Homo sapiens), P51684;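 active means compounds whose inhibition of the agonist-driven luminescence signal at 20 µM reaches about 50%, limit read from the data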;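 further: cells stimulated with CCL20 at 14 nM final; plate controls were DMSO with CCL20 for no effect and DMSO without agonist for full effect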
# Target sequence (P51684 whole entry, looked up): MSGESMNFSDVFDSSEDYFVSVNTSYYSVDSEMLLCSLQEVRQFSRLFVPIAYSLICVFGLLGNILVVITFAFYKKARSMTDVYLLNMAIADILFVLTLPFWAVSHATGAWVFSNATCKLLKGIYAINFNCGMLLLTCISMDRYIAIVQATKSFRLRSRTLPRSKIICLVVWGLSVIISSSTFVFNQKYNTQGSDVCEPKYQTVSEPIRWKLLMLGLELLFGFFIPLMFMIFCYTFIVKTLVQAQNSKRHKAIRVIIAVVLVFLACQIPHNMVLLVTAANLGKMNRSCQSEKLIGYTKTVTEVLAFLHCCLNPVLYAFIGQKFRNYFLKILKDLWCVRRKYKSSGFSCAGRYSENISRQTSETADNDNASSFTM
# APOBEC3A inh: APOBEC3A ssDNA deaminase inhibitors, primary screen, selectivity assay for APOBEC3G inhibitor project, biochemical, FAM/TAMRA oligo cleavage fluorescence. recombinant A3A, FAM/TAMRA ssDNA deamination fluorescence. inhibition, % at 20 µM. actives 0.41% (n = 330,000). AID 493011, 2011;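 active means at least 40% inhibition at 20 µM here, with at most 30% in a related deaminase screen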;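 further: plate controls were A3A with DMSO for no effect and wells lacking A3A enzyme for full effect; some results filed as inactive read as strong as hits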
# * = called active by the depositor; nt = not tested or not shown.
SMILES,CXCR6 inh,MPTP inh,GRIN3A LBD mod,Gli-Sufu block,EBI2 block,A3G deaminase,CCR6 antagonist,APOBEC3A inh
CCOc1ccccc1C(=O)N[C@H](C(=O)OCc1cc(=O)oc2cc(C)ccc12)C(C)C,9,-12,15*,-10,9,-6,24,0
O=C1Nc2ccccc2C(=O)N2C[C@@H](O)C[C@H]12,10,-1.1,1,18,-2,34,-3,1
Cc1cc(C(F)(F)F)nn1CCCNC(=O)c1cnccn1,-4,1.6,-2,0,-12,-5,-1,1
COC(=O)C1=C(\O)CCCC/C=C\1C(=O)O,7,-0.5,0,6,-3,nt,4,nt
COc1ccc(-c2nn(C)c3sc(C(=O)NCCN(C)C)cc23)cc1OC,2,-0.3,-2,-1,-6,-5,-13,7
COc1ccc(-c2n[nH]c(=S)n2-c2ccc(C)cc2)cc1OC,-3,0.4,-2,6,2,39,7,-9
CC(=O)Oc1ccc2c(c1)Oc1cc(OC(C)=O)ccc1C21OC(=O)c2ccccc21,-68,0.5,-1,1,-17,-348,-68,-165
CCOc1c2ccc(C(=O)NCCCCc3ccccc3)cc2nn1C,-4,0.0,4,-4,7,-13,3,-4
COc1ccc(-c2ccc3nnc(SCC(N)=O)n3n2)cc1,-15,1.2,0,-12,1,-6,-6,-2
CCCN(CC(=O)Nc1ccccc1OC)C(=O)c1ccc(=O)[nH]c1,3,0.1,4,-18,3,-8,8,-1
Nc1nccnc1C(=O)OCC(=O)C12CC3CC(CC(C3)C1)C2,-2,-2.2,2,4,-1,-6,6,0
COc1ccc(CCN=CC2=C(O)CC(C)(C)CC2=O)cc1,-14,-1.4,-2,-3,7,3,-10,6
COc1cccc(-c2cc(C(=O)N3CCOCC3)no2)c1,4,-0.5,-1,-47,-6,16,18,-6
CCOC(=O)C1=CN(Cc2ccco2)S(=O)(=O)N(C)C1c1ccc(C(F)(F)F)cc1 (centres undefined),7,-2.3,3,15,26,6,32,4
CCOC(=O)NC(CC(=O)O)c1ccc(OC)cc1 (centres undefined),3,-1.6,-7,-2,2,4,-22,1
CCOC(=O)c1c(NC(=O)COC(=O)c2ccccn2)sc2c1CCC2,14,1.7,-5,-3,3,1,17,4
COC(=O)C1=C(C)N(c2ccc(F)cc2)/C(=C/c2ccc(O)cc2)C1=O,13,-1.0,-1,-1,-3,-8,12,-1
COc1ccc(S(=O)(=O)N2CCCC2C(=O)Nc2nccs2)cc1 (centres undefined),-10,0.6,-1,2,-15,-3,-6,1
CN(C)/C=C1\NC(=S)N(c2ccccc2)C1=O,-4,1.8,-3,-1,-4,-8,-10,-5
C/C(=N\N(C)C)c1ccc(OCCOc2ccc([N+](=O)[O-])cc2)cc1,5,1.2,1,-1,-9,2,17,3
Clc1ccc(OCc2nnc3n2CCCCC3)c(Cl)c1,-1,2.9,-1,0,9,-7,-8,-3
O=S(=O)(c1cccc2cccnc12)n1cnc2ccccc21,-7,-0.7,0,-2,-4,-8,8,-5
Cc1ccc(S(=O)(=O)NCC(=O)OCC(=O)N(C)C2CCCCC2)cc1,7,-1.6,0,4,8,-2,-11,-1
Clc1ccc(-c2csc3ncnc(NCCN4CCOCC4)c23)cc1,2,-0.3,-3,4,33,-9,11,-2
CCC(=O)N1CCc2cc(S(=O)(=O)NCCCN(CC)Cc3ccccc3)ccc21,0,15,1,-3,-9,-1,6,-2

# Remaining list, next part.
SMILES,CXCR6 inh,MPTP inh,GRIN3A LBD mod,Gli-Sufu block,EBI2 block,A3G deaminase,CCR6 antagonist,APOBEC3A inh
O=C(O)c1ccc(CNCc2cccc(Oc3ccccc3)c2)cc1,-9,0.1,-1,7,7,-5,-5,-4
COc1ccc(C(=O)Nc2nc(C)c(C(=O)N(C)C)s2)cc1OC,-32,-0.9,1,-21,-9,-6,-3,-4
Cc1cc(C)nc(SCNC(=O)c2ccc(F)cc2)n1,-4,0.3,0,-10,-3,-3,-1,1
CCOC(=O)c1sc2nc(SCC#N)n(CCCN3CCCC3=O)c(=O)c2c1C,4,-1.6,8,3,-7,-6,-1,1
Cc1ccc(S(=O)(=O)N(C)c2ccc(OCC(=O)Nc3nc(-c4ccccc4)cs3)cc2)cc1,1,0.6,2,-17,13,-7,12,3
CCN(CC)C(=O)Nc1c(C)n(C)n(-c2ccccc2)c1=O,-18,-4.5,-1,2,-8,-4,-3,0
Cc1nc(NC(=O)C23CCC(C)(C(=O)O2)C3(C)C)sc1C (centres undefined),-4,-4.0,0,2,-2,-8,-3,-2
COc1ccc(NC(=O)CCCCCn2nnc3ccccc3c2=O)cc1,3,-0.5,2,20,1,-7,6,-1
Cc1ccc(N2CC(C(=O)Nc3c4c(nn3C(C)(C)C)CS(=O)(=O)C4)CC2=O)cc1 (centres undefined),0,-0.7,2,8,-3,-1,3,0
CC1CCN(C2(O)C(=O)Nc3ccc(Cl)cc32)CC1 (centres undefined),1,-0.5,1,2,-4,-10,-2,-4
O=C(NCCCCc1ccccc1)c1cccc(NC(=O)c2ccccc2)c1,0,-0.7,-6,2,6,nt,11,nt
CCOc1cc(C2NC(=O)NC(O)(C(F)(F)F)C2C(=O)c2ccc(OC)cc2)ccc1O (centres undefined),2,-4.0,0,-2,1,-4,-4,3
Cn1c(=O)n(C)c2cc(NS(=O)(=O)c3ccc(Cl)s3)ccc21,9,-0.6,-2,34,-1,-5,-9,-3
CC1CCCC(NC(=O)COC(=O)CN2C(=O)C3CCCCC3C2=O)C1C (centres undefined),0,0.3,-1,nt,3,-7,9,-2
CCN(CC)CC(=O)c1c[nH]c2ccc(C)cc12,7,-4.8,-3,-11,-7,-8,12,2
Cc1ccc(N(C(C)C(=O)N2CCC(C)CC2)S(C)(=O)=O)cc1C (centres undefined),0,0.2,-4,5,1,-6,-6,-3
FC(F)(F)C1CC(c2cccs2)Nc2ncnn21 (centres undefined),2,-0.6,1,3,-2,-7,15,-2
COc1cccc(N2CCN(c3ncnc4c3cnn4-c3ccc(C)cc3C)CC2)c1,-4,21,4,14,-74,-12,-7,-4
S=c1[nH]nc(-c2ccncc2)n1CC1CCCO1 (centres undefined),-1,-14,-1,-12,5,-1,-7,5
O=C(CCl)N1CCN(S(=O)(=O)c2ccc3c(c2)OCCCO3)CC1,-6,-0.9,-1,-1,-10,1,-14,2
COc1ccc(N2C(=O)c3ccccc3NC2c2ccc(OC)c(CSc3ccccn3)c2)cc1 (centres undefined),6,-1.3,1,-75,11,-9,0,-5
O=C(C#Cc1cccc([N+](=O)[O-])c1)c1ccccc1,72*,-2.9,nt,nt,19,1,nt,6
Cc1noc(C)c1CSCC(=O)OCc1nc2ccccc2c(=O)n1CC#N,9,-1.6,1,-3,8,-4,0,0
COC(=O)CCCCCc1ccc(C(C)=O)s1,2,-0.2,2,-1,-7,-2,5,1
CN1C(=O)CSc2ccc(NC(=O)N3CCN(c4ccccc4)CC3)cc21,-3,3.7,-1,19,3,-3,-1,-4

# More records.
SMILES,CXCR6 inh,MPTP inh,GRIN3A LBD mod,Gli-Sufu block,EBI2 block,A3G deaminase,CCR6 antagonist,APOBEC3A inh
O=C(Nc1ccccc1C(=O)N1CCCCCC1)c1ccc(Cl)cc1,-3,-0.3,-2,-9,-13,-8,5,-4
Cc1cccc(CCNC(=O)C2CCN(S(=O)(=O)c3cccc4cccnc34)CC2)c1,11,-2.2,0,-8,4,-4,23,-4
Cc1ccc(NC(=O)CSCC(=O)N2CCN(C(=O)c3ccco3)CC2)cc1,-2,-0.9,1,-1,1,0,1,2
Cc1ccnc(NS(=O)(=O)c2ccc(NC(=O)CC(C)c3ccccc3)cc2)n1 (centres undefined),0,-3.7,4,-10,-7,-11,-5,-3
Cc1ccccc1NC(=O)Cn1c(CCC(=O)O)ccc1-c1cccs1,-1,0.7,-1,5,0,5,9,2
COC(=O)c1nn(-c2ccccc2)c(=O)cc1Oc1ccccc1,6,2.2,0,1,0,-6,14,0
CCN(CC)CCNC(=O)NC(=O)c1ccc(Cl)cc1,2,33,-4,-7,-14,2,0,3
O=C(CN1C(=O)CCSc2ccccc21)Nc1ccc2c(c1)OCO2,-3,-0.4,-2,5,1,-3,-16,-2
CCOc1ccc(CCNC(=O)COC(=O)c2ccc(OC(C)C)cc2)cc1OCC,-4,0.8,1,39,3,-7,15,0
CC(=O)Cc1nsc(NC(=O)c2cccc(F)c2)n1,-7,1.2,-1,-42,-2,-3,-5,2
Cc1ccc(C)c(OCC(=O)N2CCN(c3ncccn3)CC2)c1,0,-0.1,-3,4,9,-7,12,-3
CCc1ccc(S(=O)(=O)NCc2csc(-c3ccccc3)n2)s1,-11,-4.4,-2,10,1,-3,13,-3
OCCN(Cc1ccccc1)Cc1ccc(Cl)cc1Cl,5,1.9,-13,9,4,-5,12,-3
CC(C)Oc1ccc(C(CC(=O)O)NC(=O)C(Sc2ccccc2)c2ccccc2)cc1 (centres undefined),-5,1.5,1,5,5,-1,7,0
CN(C)CCCNc1nc(-c2ccccc2)c2c(c1C#N)CC(C)(C)OC2,-12,0.8,0,15,2,-5,7,2
CCOc1ncccc1C(=O)Nc1cc(S(=O)(=O)N2CCOCC2)ccc1N1CCCC1,-1,-0.2,-3,-12,0,-3,9,5
CN(C)c1nc2n(c(=S)n1)CCS2,-7,-2.0,-2,-2,-7,0,-1,1
O=C(CSc1ccc(Cl)cc1Cl)N1CCC(c2nc3ccccc3s2)CC1,-10,1.7,-11,4,24,-4,-8,1
CCCCc1nc2cc(C(=O)NCc3cc(C)n(C)n3)ccc2o1,-2,0.4,0,1,-7,-7,-1,-3
Cc1sc2ncn(/N=C/c3ccco3)c(=O)c2c1C,5,1.2,-1,-22,2,-6,-6,-2
Cn1cc(S(=O)(=O)N2CCN(c3ccc(F)cc3)CC2)c(=O)n(C)c1=O,0,0.4,0,5,-4,-5,-36,6
CCOCCCNC(=O)c1ccc(NC(=O)C2=CSCCO2)cc1,-6,-1.0,-7,-2,9,-3,9,-4
Cn1c(=O)c2c(SCc3cccc(C(F)(F)F)c3)nc(-c3ccco3)nc2n(C)c1=O,0,-0.8,-2,9,21,-6,-6,0
Cc1cc(C(=O)Nc2cccc(O)c2)c(C)o1,-1,0.1,17*,-6,-5,1,14,3
O=C(NCCS(=O)(=O)N1CCCCCC1)c1ccc(F)cc1,8,-0.7,2,-6,-8,-2,1,-1
Cc1cc(C(=O)O)c(C)n1Cc1ccncc1,13,1.9,-2,2,-8,2,6,0
COc1cccc(NC(=O)CN(C)C(C)C(=O)Nc2ccc(S(=O)(=O)N3CCOCC3)cc2)c1 (centres undefined),-4,1.5,0,1,-7,-7,1,3
O=C(NCc1ccccc1Cl)c1ccc(Cn2cc(C(F)(F)F)ccc2=O)cc1,-4,2.6,2,2,-2,-4,9,-1
Cc1ccc(-c2nnc(SCc3nc4ccccc4[nH]3)n2Cc2ccco2)cc1,-6,3.1,-2,12,18,-3,5,2
CCn1c(=S)sc2c(=O)n(-c3ccccc3)c(SCC(=O)NCc3ccco3)nc21,1,-2.1,1,13,7,-7,8,-3

# Another view of some results above.
canonical_smiles | CXCR6 inh | MPTP inh | GRIN3A LBD mod | Gli-Sufu block | EBI2 block | A3G deaminase | CCR6 antagonist | APOBEC3A inh
Cn1cc(S(=O)(=O)N2CCN(c3ccc(F)cc3)CC2)c(=O)n(C)c1=O | 0 | 0.4 | 0 | 5 | -4 | -5 | -36 | 6
O=C(CN1C(=O)CCSc2ccccc21)Nc1ccc2c(c1)OCO2 | -3 | -0.4 | -2 | 5 | 1 | -3 | -16 | -2
Cc1cc(C(=O)Nc2cccc(O)c2)c(C)o1 | -1 | 0.1 | 17* | -6 | -5 | 1 | 14 | 3
Cc1ccc(NC(=O)CSCC(=O)N2CCN(C(=O)c3ccco3)CC2)cc1 | -2 | -0.9 | 1 | -1 | 1 | 0 | 1 | 2

# Compounds were not picked by outcome; overall some 5.8% were active at least once.
